# Bioassay records: PubChem BioAssay, National Center for Advancing Translational Sciences (NCATS)
# RORgamma inh = ROR gamma (mouse) transcription inhibition; P51450; Drosophila S2 Gal4-RORgamma UAS-luciferase reporter, 20 h; Potency, µM (titrated, usually from 53.6 µM), for inactives: top-dose activity change, negative = inhibition, usual class: inhibitors; 5.4% of 310,000 active; AID 2551; note: potency is the fitted concentration of half-maximal effect; % is set by controls: 0 for no effect and ±100 for the full control effect; nearly all actives have a fitted effect of over 60% in size
#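 In this cell-based reporter format, copper sulfate (700 uM final) drives Gal4–ROR gamma fusion expression from a metallothionein promoter in Drosophila Schneider cells; compounds preincubated 1 hr, reporter read after 20 hr at ambient temperature.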
# p53 reactivation = re-activators of mutant p53 | H1299 p53-A138V BP100-luciferase reporter, luminescence, 24 h | Potency, µM (highest dose often 92.2 µM), without a hit: at the highest dose activity change, positive = activation, most hits filed as activators | 0.063% of 320,000 active; note: potency is the fitted concentration of half-maximal effect; % of control where 0% means no effect; nearly all actives have a fitted effect of over 45% in size
#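 p53-null H1299 cells stably carrying temperature-sensitive p53-A138V and a BP100-luciferase reporter were pinned with compounds (4-point, 1:5 series) and held 24 hrs at 37 deg C. Luminescence was read 10 min after detection reagent.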
# VP16 counter = inhibits Gal4-VP16 luciferase reporter, ROR gamma counter-screen; Drosophila S2 Gal4-VP16 UAS-luciferase, luminescence, 20 h; 3.5% of 310,000 active; Potency, µM (series often up to 53.6 µM), for inactives: at the top dose activity, negative = inhibition, usual class: inhibitors;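 note: Gal4-VP16 expression switched on by copper sulfate through the metallothionein promoter; potency is the fitted concentration of half-maximal effect; % is set by controls: 0 for no effect and ±100 for the full control effect; nearly all actives have a fitted effect of over 50% in size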
# ELG1 repair inh = blocks ELG1-dependent DNA repair in HEK293T cells. HEK293T ELG1-luciferase reporter, luminescence, 16 h; DNA damage induced by 5-fluorouridine. 2.3% of 330,000 active. Potency, µM (series often up to 46.1 µM), without a hit: at the highest dose activity change, negative = inhibition, actives largely listed as inhibitors; note: potency is the fitted concentration of half-maximal effect; % is set by controls: 0 for no effect and ±100 for the full control effect; nearly all actives have a fitted effect of over 55% in size
#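 HEK293T cells expressing luciferase-tagged ELG1 (2,000/well) received 5-Fluorouridine plus compound or DMSO for 16 hr at 37 °C. Luciferase was read by ONE-Glo luminescence after 30 min at room temperature.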
# NPC1 promoter act = activators of NPC1 promoter. Potency, µM (doses to about 9.22 µM), for the others: at the highest dose activation, usual class: activators. Huh7 NPC1 promoter luciferase reporter, 24 h. AID 485313. 2.4% of 320,000 active;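 note: potency is the fitted concentration of half-maximal effect; % of control where 0% means no effect; nearly all actives have a fitted effect of over 60% in size; reporter is driven by a mutant NPC1 promoter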
#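 Luminescence from an NPC1 promoter-driven luciferase reporter in stably transfected Huh7 cells was measured after 24 h compound treatment at 37 °C, followed by 10 min ambient incubation with luciferase detection reagent.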
# Rab9 prom act = activators of Rab9 promoter. Huh7 Rab9 promoter-luciferase reporter, luminescence, 24 h. Potency, µM (titrated, usually from 9.22 µM), without a hit: at the highest dose activation, negative = inhibition, usual class: activators. 2.8% of 320,000 active; note: potency is the fitted concentration of half-maximal effect; % of control where 0% means no effect; nearly all actives have a fitted effect of over 60% in size
#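 Luminescence from Amplite-detected luciferase (10 minutes, ambient) reports Rab9 promoter activation. Before that, stable Rab9-luciferase Huh7 cells (1500/well, reduced-serum OP-MEM I plus 10% FBS) were exposed to compound for 24 hours at 37C.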
# TRPV1 ag = agonists of human vanilloid receptor 1 (TRPV1) | AID 540275 | 0.19% of 320,000 active | activation, % at 8.33 µM | TRPV1-expressing cells, Fluo-8 calcium influx, agonist mode | Q8NER1; in the data active = activation above about 80%; inconclusive = between about 30% and that limit; note: 0% is about no effect
#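 Fluo-8 calcium influx in TRPV1-expressing cells, kinetic read (ex 480/em 520 nm). Compound added and read 3 min for agonist activity, followed by capsaicin at EC20 final and 2 min further read for enhancement.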
# Tb PFK inh = T. brucei PFK enzyme inhibition | O15648 | T. brucei PFK, ADP-Glo luminescence | Potency, µM (titrated, usually from 57.5 µM), without a hit: at the highest dose activity, negative = inhibition, usual class: inhibitors | 0.17% of 330,000 active;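 note: potency is the fitted concentration of half-maximal effect; 0% = uninhibited 1x PFK enzyme wells and -100% = no-enzyme wells; nearly all actives have a fitted effect of over 60% in size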
# Target sequence (O15648 whole entry, looked up): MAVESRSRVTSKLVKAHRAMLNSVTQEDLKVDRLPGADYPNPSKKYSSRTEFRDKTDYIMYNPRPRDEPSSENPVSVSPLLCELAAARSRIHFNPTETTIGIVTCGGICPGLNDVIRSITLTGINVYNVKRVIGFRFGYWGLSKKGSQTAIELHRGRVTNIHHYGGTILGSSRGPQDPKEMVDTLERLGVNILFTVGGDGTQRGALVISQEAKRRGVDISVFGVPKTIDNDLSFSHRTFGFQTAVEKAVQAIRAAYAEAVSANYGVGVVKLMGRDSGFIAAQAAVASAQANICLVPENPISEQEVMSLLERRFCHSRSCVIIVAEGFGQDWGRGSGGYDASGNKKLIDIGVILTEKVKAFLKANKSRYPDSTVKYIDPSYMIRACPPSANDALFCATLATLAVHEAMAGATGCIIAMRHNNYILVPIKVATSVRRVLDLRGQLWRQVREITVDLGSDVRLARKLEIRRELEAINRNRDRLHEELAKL
#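 In TEA buffer at pH 8.0 with 5 mM MgCl2, enzyme (1.25 nM) converted F6P (0.5 mM) and ATP (0.1 mM) for 45 min at room temperature. ADP product was read by luciferase luminescence.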
# BRCA1 expr act = activators of BRCA1 expression; MCF7-BRCA1-FFLuc reporter, luminescence, 48 h; response scale: scaled: vehicle 0%, 10 µM genistein 100%; Potency, µM (series often up to 46.1 µM), without a hit: at the top dose activation, actives largely listed as activators; 1.1% of 380,000 active; AID 624202; note: potency is the fitted concentration of half-maximal effect; nearly all actives have a fitted effect of over 80% in size; some results filed as inactive show a strong effect at the top dose
#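 Cells: MCF7-BRCA1-FFLuc, 2000/well. Exposure: 48 h, 37 °C, 5% CO2. Read: luminescence, 15 min post-substrate. Controls: genistein 10 microM (maximal activation), DMSO (neutral).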
# ELG1 genotox = genotoxicity induction in ELG1-luciferase HEK293T cells | HEK293T ELG1-luciferase reporter, luminescence, 16 h | Potency, µM (top dose mostly 46 µM), for the others: at the top dose activity change, positive = activation, hits mostly activators | 1.3% of 330,000 active; note: potency is the fitted concentration of half-maximal effect; % of control where 0% means no effect; nearly all actives have a fitted effect of over 60% in size
#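 DMSO vehicle served as control against compound-treated ELG1-luciferase HEK293T cells; exposure lasted 16 hr at 37 °C and 5% CO2, followed by ONE-Glo luminescence detection after 30 min.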
# FLuc modulator = firefly luciferase modulation, counter-screen for miR-21 project; Potency, µM (doses to about 57.5 µM), without a hit: at the top dose activity change, negative = inhibition, hits mostly inhibitors; AID 588342; purified FLuc, Km substrates, luminescence inhibition; 6.9% of 360,000 active;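 note: potency is the fitted concentration of half-maximal effect; plate controls were vehicle for no effect and reference inhibitor for full effect; nearly all actives have a fitted effect of over 55% in size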
# Target sequence (P08659 whole entry, looked up): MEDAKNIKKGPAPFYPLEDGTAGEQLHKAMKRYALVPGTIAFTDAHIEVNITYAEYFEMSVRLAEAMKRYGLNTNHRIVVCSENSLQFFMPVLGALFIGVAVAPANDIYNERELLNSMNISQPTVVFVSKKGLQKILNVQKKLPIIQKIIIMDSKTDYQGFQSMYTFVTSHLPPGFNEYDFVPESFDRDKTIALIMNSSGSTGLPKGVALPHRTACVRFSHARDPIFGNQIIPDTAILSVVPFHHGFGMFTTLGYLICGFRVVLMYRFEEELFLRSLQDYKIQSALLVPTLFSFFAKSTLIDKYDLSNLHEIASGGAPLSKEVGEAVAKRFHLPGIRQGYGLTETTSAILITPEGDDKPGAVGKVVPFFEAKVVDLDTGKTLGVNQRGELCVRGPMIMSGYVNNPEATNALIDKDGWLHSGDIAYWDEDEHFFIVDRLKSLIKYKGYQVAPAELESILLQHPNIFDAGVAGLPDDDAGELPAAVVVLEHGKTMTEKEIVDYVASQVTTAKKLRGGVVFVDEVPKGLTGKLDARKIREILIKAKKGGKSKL
#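 Biochemical qHTS of compounds, final roughly 60 µM downward over six points, against 10 nM purified firefly luciferase using Km concentrations of substrates (10 uM D-luciferin, 10 uM ATP) in Tris acetate pH 7.5 buffer; luminescence output.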
# Numbers without * were called inactive; ? = inconclusive; . = not tested or not shown; & = joins results of further samples; [ ] = another dose, or the depositor's remark. Unless noted, calls come from the whole dose curve; as a rule, active = well fitted curve in the direction sought with a large enough effect; inconclusive = small, poorly fitted or top-dose-only effect, or another doubt; inactive = no such curve, though single readings can be large; an effect the other way counts as inactive or inconclusive.
# Start of the listing, in advance (six entries):
SMILES,RORgamma inh,p53 reactivation,VP16 counter,ELG1 repair inh,NPC1 promoter act,Rab9 prom act,TRPV1 ag,Tb PFK inh,BRCA1 expr act,ELG1 genotox,FLuc modulator
Cn1c(=O)n(/N=C/c2ccccc2)c2ccccc21,?,?,1%,?,27%,17%,10,4%,-44%,2%,15µM*
CCCCCCCCCC(=O)OCC(O)CO (centres undefined),11%,4%,-1%,7%,-2%,3%,?,-3%,1%,-1%,-11%
CC1CC(C)(C)NCc2ccccc21 (centres undefined),-7%,-7%,-1%,-3%,-6%,5%,-3,-1%,3%,2%,-1%
COc1ccc(N2CCN(C(=O)CCCCCn3c(=O)[nH]c4ccsc4c3=O)CC2)cc1,19%,-1%,0%,?,-38%[inhibitor],2%,2,1%,-1%,-10%,0%
C=CCn1c(=S)[nH]c2nc3c(cc2c1=O)COC(C)(C)C3,4µM*,0%,?,11%,12%,1%,3,0%,8%,1%,2%
O=C(CN1CCOCC1)Nc1c2c(nc3c1CCC3)CCC2,-9%,0%,-9%,1%,1%,-1%,2,1%,-10%,2%,-2%

# The whole of this part, previewed entries included:
SMILES,RORgamma inh,p53 reactivation,VP16 counter,ELG1 repair inh,NPC1 promoter act,Rab9 prom act,TRPV1 ag,Tb PFK inh,BRCA1 expr act,ELG1 genotox,FLuc modulator
Cn1c(=O)n(/N=C/c2ccccc2)c2ccccc21,?,?,1%,?,27%,17%,10,4%,-44%,2%,15µM*
CCCCCCCCCC(=O)OCC(O)CO (centres undefined),11%,4%,-1%,7%,-2%,3%,?,-3%,1%,-1%,-11%
CC1CC(C)(C)NCc2ccccc21 (centres undefined),-7%,-7%,-1%,-3%,-6%,5%,-3,-1%,3%,2%,-1%
COc1ccc(N2CCN(C(=O)CCCCCn3c(=O)[nH]c4ccsc4c3=O)CC2)cc1,19%,-1%,0%,?,-38%[inhibitor],2%,2,1%,-1%,-10%,0%
C=CCn1c(=S)[nH]c2nc3c(cc2c1=O)COC(C)(C)C3,4µM*,0%,?,11%,12%,1%,3,0%,8%,1%,2%
O=C(CN1CCOCC1)Nc1c2c(nc3c1CCC3)CCC2,-9%,0%,-9%,1%,1%,-1%,2,1%,-10%,2%,-2%
CC(=O)Nc1ccc(NC(=O)C2CCCN(c3ncccn3)C2)cc1 (centres undefined),?,-2%,-11%,16%,-2%,3%,8,2%,1%,-3%,-1%
CCOc1ccc(C2NC(=O)c3sc(=S)n(-c4ccccc4)c3N2)cc1 (centres undefined),4%,-8%,-5%,1%,0%,-4%,0,6%,2%,1%,-14%
C[C@H]1C=C(C(=O)N2CCOCC2)O[C@@H](OCc2ccc(CO)cc2)C1,-26%,-1%,-17%,8%,4%,13%,2,-5%,5%,-2%,0%
CCOc1cc(C2NC(=O)CCC2[N+](=O)[O-])cc(Br)c1OCC (centres undefined),13%,0%,4%,-8%,1%,1%,-2,5%,-1%,-1%,-1%
COc1ccc(NC(=O)Cn2nc(Cc3cccnc3)c3ccccc3c2=O)c(OC)c1,32%,-2%,-16%,4%,-5%,0%,-1,-4%,8%,0%,0%
Cc1ccc2c3c(c(SCC(=O)Nc4nccs4)nc2c1)CCCC3,-19%,-2%,-4%,3%,-5%,0%,-2,-2%,.,2%,1%
Cc1ccc(NC(=O)c2cc(S(=O)(=O)N3CCOCC3)ccc2F)c(C)c1,?,-6%,4%,13%,5%,-3%,-1,-1%,31%,-3%,-18%
COCC1CCCN(C(=O)c2ccc3oc(CCCc4ccccc4)nc3c2)C1 (centres undefined),?,-23%,13%,9%,4%,11%,6,0%,16%,1%,?
Cc1ccc(NC(=O)COc2ccc(N(C)S(=O)(=O)c3ccc(F)cc3)cc2)cc1,.,-1%,.,?,7%,-5%,-11,3%,-5%,-6%,.
CCOC(=O)C1(Cc2ccc(Cl)cc2)CCN(Cc2ccon2)CC1,-2%,5%,-14%,-6%,-2%,-19%,10,-3%,-18%,-6%,8%
CC(C)(C)C(=O)Nc1ccccc1N1CCN(c2ccc(F)cc2)CC1,12%,-1%,6%,-13%,0%,-4%[1.84 µM],9,-6%,-5%,-10%,0%
CCC1=NN(S(=O)(=O)c2ccc(C)cc2)C(O)(C(F)(F)F)C1 (centres undefined),21%,2%,-5%,18%,-3%,4%,1,3%,5%,9%,-1%
Cc1ccc(C)c(N2CCN(C(=O)c3ccc4c(c3)c(C)c(C)n4C)CC2)c1,17%,1%,-29%,?,-4%,-4%,-3,-2%,-20%,-5%,1%&5%
CCOC(=O)C1CCCCN1C(=O)CCn1nnnc1CN1CCOCC1 (centres undefined),0%,13%,-1%,0%,-1%,0%,-3,-2%,12%,0%,1%
O=C1C/C(=C/NCc2ccccc2)C(=O)N1,20%,0%,3%,-2%,3%,0%,2,-1%,-8%,-6%,4%
CC(=O)N(Cc1cc2c(C)cc(C)cc2[nH]c1=O)C1CCCCC1,0%,-5%,3%,4%,-3%,-4%,1,-6%,-5%,0%,0%
CCOC(=O)Cc1nn(C)c(=O)c2ccccc12,-5%,-2%,1%,6%,-1%,0%,0,2%,2%,5%,-1%
Cc1ccc(S(=O)(=O)NCC2COc3ccccc3O2)cc1 (centres undefined),58%,18%,-2%,?,-2%,-1%,14,8%,-1%,5%,1%
CC(OCc1ccccc1)C(NC(=O)OC(C)(C)C)C(=O)NCC1CCCO1 (centres undefined),-10%,-9%,0%,-1%,1%,10%,6,1%,14%,3%,4%
COc1ccc(C)cc1Cn1c(S(C)(=O)=O)nc2ccccc21,-21%,-5%,-6%,-3%,-1%,-2%,0,0%,-22%,1%,-10%
Cc1cc2ccccn2c1C(=O)c1ccccc1Br,31%,1%,?,-26%,1%,-2%,16,1%,-40%,1%,-2%
CC1CCCN(CCOc2cccc(Oc3ccccc3)c2)C1 (centres undefined),-12%[1.91 µM],8%,10%,-5%,-1%,0%,-2,3%,-13%,-8%,2%
COc1ccc(/C(C)=N/NC(=O)CNC(=O)c2cccs2)cc1,-8%,1%,-2%,13%,-1%,0%,-4,-3%,22%,?,-16%
O=C(NCc1ccccn1)c1ccc(/C=N/O)nc1,-7%,-1%,-10%,-1%,-1%,-3%,-5,1%,-11%,-1%,-1%
CCN(CC)S(=O)(=O)c1ccc(C(=O)Nc2nnc(NC(=S)Nc3ccccc3)s2)cc1,?,14%,?,?,-5%,-6%,-2,1%,-54%,1%,?
CCCN1CCN(CCCNC(=O)C(CC)n2nc(C)c3sc4ccccc4c3c2=O)CC1 (centres undefined),-7%,10%,0%,-12%,-3%,-14%,2,-4%,1%,0%,-2%
O=C(c1ccc(NC(=S)NCc2ccco2)cc1)N1CCOCC1,9%,11%,5%,3%,-8%,15%,-1,0%,9%,-3%,4%
O=C(N/N=C/c1cc([N+](=O)[O-])cc([N+](=O)[O-])c1O)/C(=C\c1cccs1)NC(=O)c1ccccc1,11µM*,-4%,?,9%,-5%,-3%,-3,0%,-6%,2%,4%
CCc1ccc(N(CC(=O)NC2CCCCC2)C(=O)CCC(=O)Nc2ccccn2)cc1,-19%,1%,15%,?,-9%,3%,-1,5%,-3%,-6%,3%
O=C(OCc1nnc(-c2ccccc2)o1)c1cc([N+](=O)[O-])ccc1Cl,-18%,1%,-1%,3%,-2%,1%,20,-4%,-25%,-2%,-6%
NC(=O)COC(=O)/C=C/c1cccc(Br)c1,7%,-5%,3%,10%,2%,1%,?,-2%,0%,-4%,-8%
CCc1cc2c3c([nH]c2cc1S(=O)(=O)N1CCC2(CC1)OCCO2)CCCC3=O,24%,-6%,-10%,-4%,0%,-3%,21,-1%,-29%,-2%,4%
CN(C)/C=N/NC(=O)c1ccccc1Cl,-10%,2%,-7%,?,1%,-5%,-4,-13%,-2%,-1%,0%

# Compounds as they come (roughly 15% active in at least one column).
